P. falciparum M1AAP – malaria alanyl aminopeptidase activity blockers – biochemical, fluorogenic H-Leu-NHMec substrate, 1536-well (AID 1445). hit rate 0.42% among 220,000. inhibition, % at 30 µM; hits with a dose series show IC50 in µM. recombinant M1AAP, H-Leu-NHMec fluorogenic kinetic assay; higher % means a stronger effect;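 active = primary inhibition above the hit cutoff, then over 50% inhibition at one or more dose response concentrations, cut at about 23% in these data, passing the limit was not always enough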;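 also: plate controls were DMSO full reaction for no effect and no enzyme background for full effect; strong numbers were not always called active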
Insulin prom up – MIN6 insulin promoter up-regulation. MIN6 insulin promoter-GFP reporter, high-content imaging; hits give high values. z-score at 5 µM. hit rate 0.3% among 190,000. AID 1625;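 active = z-score above 3 at 5 µM with at least 500 cells counted in the well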
Hep lipid drop – hepatic lipid droplet formation modulation | AML12 mouse hepatocytes, oleate lipid droplets, BODIPY imaging | inhibition, % at 6.5 µM | hit rate 0.4% among 240,000;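 active = lipid droplet intensity inhibited by at least 50%, with more than 500 cells counted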
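Material – mouse AML12 hepatocyte cell line, fixed after treatment · Compound dosing – one dose, 6.5 µM compound · Times – compound with oleate, overnight · Measured by – Image-based BODIPY and DAPI two-channel analysis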
Dynein cargo inh – blocks dynein driven cargo transport along microtubules. hit rate 0.47% among 220,000. 3617.4 mouse cells, GR-EGFP nuclear translocation imaging; test concentration mostly 20 µM; stimulated with dexamethasone, 1 µM; hits give low values. z-score, hits read low;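 active = plate z-score of nuclear minus cytoplasmic receptor signal below a set negative limit, without overly bright fluorescence or cell loss, cut at about -3.5 in these data, passing the limit was not always enough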;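 also: z-score of nuclear minus cytoplasmic ring GR-EGFP intensity difference per well; some compounds called inactive have numbers as strong as hits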
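Medium: Induction medium lacking tetracycline, stripped serum | Probe or stimulus: 1.0 µM final dexamethasone stimulus | Schedule: 48 h induction, then 1 h compound, then 30 min agonist, 37 °C | Signal: Automated 10x imaging of fixed Hoechst-stained cells | Evaluation: Per-cell GR-EGFP intensity, nucleus versus surrounding cytoplasmic ring, well-averaged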
M17LAP inhibition – P. falciparum M17LAP inhibitors, primary screen, biochemical, fluorogenic H-Leu-NHMec substrate, 1536-well (AID 1619); recombinant M17LAP, H-Leu-NHMec fluorogenic kinetic assay; higher % means a stronger effect; one-dose inhibition, % at 30 µM; IC50 in µM for titrated hits; hit rate 0.38% among 220,000;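 active = compound inhibiting the enzyme by more than half at any dose during confirmatory dose-response retesting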;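 also: plate controls were full reaction with DMSO carrier for no effect and no enzyme background for full effect; strong numbers were not always called active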
Autophagy HCS – modulators of autophagy. hit rate 0.98% among 190,000. calls only at 10 µM (by protocol). MEF GFP-LC3 puncta imaging; test concentration mostly 10 µM. AID 463193;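 active = percentage of spot-positive cells more than 3 SD above its plate mean, without a fluorescence outlier flag or 80% toxicity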;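 also: spot-positive cell cutoff set from DMSO-treated cells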
ER stress rescue – protection against thapsigargin-triggered cell killing – 384-well, CSM14.1, ATP luminescence, primary screen (AID 1222); 190,000 tested, under 10 active; one-dose cellular ATP content (survival), % at 20 µM; EC50 in µM for titrated hits; CSM14.1 thapsigargin-induced death rescue, ATP luminescence; higher % means a stronger effect;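 active = EC50 below 50 µM in the dose-response confirmation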;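 also: death triggered by thapsigargin at about 15 µM added after 2 h compound pretreatment; cell ATP read after overnight thapsigargin exposure of roughly 18 to 22 hours; normalized against plate controls of thapsigargin alone and 5% DMSO vehicle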
Yfh1-depleted yeast – mitochondrial function rescue without frataxin homolog – Friedreich's ataxia, plus single-dose screen, dose response (AID 1465). S. cerevisiae Yfh1-off respiration, WST-1 reduction, 72 h; higher fold induction means a stronger effect. fold induction at 50 µM; hits with a dose series show EC50 in µM. hit rate 0.074% among 220,000;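 active = fold induction of absorbance versus untreated yeast above a set limit, then at least 30% activation at any dose in follow-up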;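 also: activators that raise dye reduction in frataxin-depleted yeast; strong numbers were not always called active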
MT stabilize HCS – microtubule stabilization, imaging screen | HeLa tubulin immunostaining HCS, 24 h; share of cells brighter than vehicle mean+2SD | % tubulin-high responders, % at 10 µM | hit rate 0.83% among 200,000;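 active = plate Z-score above 3 for both tubulin-high and condensed-nucleus cell shares, with cell loss under 80%, at 10 µM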;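 also: anti alpha tubulin signal scored within the nucleus-defined area of each cell; some results filed as inactive read as strong as hits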
Dynein cargo inh cytoplasmic EGFP – second read-out of Dynein cargo inh, no call of its own (marks repeat the call); z-score; measured here: cytoplasmic GR-EGFP intensity; hits give high values
Dynein cargo inh nuclear GR-EGFP – further read-out of Dynein cargo inh, marked with its call; z-score; measured here: nuclear GR-EGFP intensity;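 lower value marks the stronger effect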
Dynein cargo inh cell count – further read-out of Dynein cargo inh, marked with its call; z-score; measured here: cell count per field
Insulin prom up cell count – second read-out of Insulin prom up, no call of its own (marks repeat the call); cell count; measured here: cytotoxicity, nuclei count;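 total cells summed across four imaged fields per well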
Hep lipid drop cells 6.5 µM – recorded beside Hep lipid drop, whose call it bears; cell count; measured here: cell count, cytotoxicity flag;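 cells counted across two imaged fields per well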
MT stabilize HCS Hoechst-high % – further read-out of MT stabilize HCS, marked with its call; % Hoechst-high responders; measured here: nuclear condensation Hoechst responders;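 share of cells brighter than vehicle mean plus two SD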
MT stabilize HCS cytotoxicity % – second read-out of MT stabilize HCS, no call of its own (marks repeat the call); toxicity, %; measured here: cytotoxicity by cell density;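 0% = mean cell density of plate MIN control wells and 100% = no cells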
Autophagy HCS cell loss 18 h – further read-out of Autophagy HCS, marked with its call; toxicity, %; measured here: cell loss, nuclei count;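 cell loss after 18 h compound exposure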
An asterisk follows results filed as active; i = inactive; . = no result given; + = active, no number.

Values in the order: P. falciparum M1AAP, Insulin prom up, Insulin prom up cell count, Hep lipid drop, Hep lipid drop cells 6.5 µM, Dynein cargo inh, Dynein cargo inh cytoplasmic EGFP, Dynein cargo inh nuclear GR-EGFP, Dynein cargo inh cell count, M17LAP inhibition, Autophagy HCS, Autophagy HCS cell loss 18 h, ER stress rescue, Yfh1-depleted yeast, MT stabilize HCS, MT stabilize HCS Hoechst-high %, MT stabilize HCS cytotoxicity %
- COc1cc2c(cc1OC)C1=C(C#N)COCN1CC2
  9%, ., ., ., ., -0.68, -0.21, -0.17, 0.97, 2%, i, -11, -0.4%, i, 6.5, 2.1, 2.3
- Cc1ccc(-c2nnn(CC(=O)N(CC3CCCO3)C(C(=O)NC3CCCC3)c3ccc(O)cc3)n2)o1 (centres undefined)
  16%, -0.04, 1518, 3, 738, -0.2, -0.34, -0.19, 0.52, 2%, i, -6, -0.6%, i, 2.5, 2.0, 6.8
- CC12CCC(c3c1nc1ccccc1[n+]3[O-])C2(C)C (centres undefined)
  4%, -0.12, 1078, -6, 736, -0.49, -0.28, -0.46, 0.11, -2%, i, 1, -1.0%, i, 5.0, 3.3, 10
- Cc1ccc(-n2nnnc2SCC(=O)N2CCc3ccccc3C2)c(C)c1
  -3%, 0.43, 1219, -34, 632, -0.57, -0.17, 0.045, -0.22, -3%, i, 19, ., i, 6.5, 2.4, 4.3
- COC(=O)c1sccc1NC(=S)N(C)C1CCCCC1
  3%, -1.6, 1340, 2, 732, 2.3, 0.38, 0.5, -1.2, 1%, i, -7, -6.3%, i, 3.8, 2.2, 2.0
- Cc1ccc([N+](=O)[O-])c(C)[n+]1C
  8%, -0.38, 1020, 10, 653, -1.1, -0.26, -0.63, 1.1, 0%, i, 20, ., i, 1.7, 2.3, 7.6
- O=C(NC(CO)C(O)c1ccc([N+](=O)[O-])cc1)C(Cl)Cl (centres undefined)
  0%, -0.92, 1055, 9, 720, 1, 0.14, 1, -2.1, -9%, i, 15, 0.6%, i, 2.8, 2.2, 3.9
- COc1ccccc1N1CCN(C(=O)Nc2cccc(C)c2)CC1
  7%, -0.62, 1175, ., ., 0.44, -0.19, 0.19, -0.79, 2%, i, 0, -0.9%, i, 2.1, 1.4, 4.6
- COc1ccc(OC)c(C2C(C(=O)Nc3ccc(F)cc3)=C(C)Nc3nc(CCCO)nn32)c1 (centres undefined)
  -6%, -0.55, 1585, 19, 639, -1.5, -0.17, -0.71, 1.4, 4%, i, 9, -3.3%, i, 1.7, 2.2, 8.6
- CCOC(=O)c1cc(OC(=O)c2ccccc2)n(-c2ccccc2)n1
  1%, -0.69, 833, 28, 771, -0.16, -0.096, 0.28, -0.12, 0%, i, -12, 0.4%, i, 1.7, 1.5, 6.5
- CN1CCC(N(C)CC(=O)Nc2ccc3c(c2)OC(F)(F)O3)CC1
  1%, 0.75, 1385, 16, 683, -0.025, -0.27, -0.062, 0.11, -5%, ., ., ., i, ., ., .
- Cc1nc2ccc(NS(=O)(=O)c3ccc(C)c(C)c3)cc2s1
  2%, 0.34, 810, 14, 772, -0.31, 0.008, -0.057, -0.32, 3%, i, 4, 0.3%, i, 2.3, 1.3, 6.3
- C=CCn1cnc2sc(C(=O)Nc3ccccc3OC)c(C)c2c1=O
  7%, ., ., 19, 688, -0.54, -0.29, -0.43, 1.4, 7%, i, -6, -0.5%, i, 1.8, 1.5, 7.4
- Cc1ccc(CNS(=O)(=O)NCc2cccs2)cc1
  -2%, -0.21, 1200, -11, 667, -0.75, -0.27, -0.34, 0.74, 9%, i, -1, -1.5%, ., 2.5, 2.3, 5.4
- COc1cc(NC(=O)c2cccc([N+](=O)[O-])c2)ccc1NC(=O)c1ccco1
  3%, ., ., -4, 679, -0.061, -0.26, -0.075, 0.76, -13%, i, 23, -2.5%, i, 3.7, 1.6, 4.1
- CN(C)C(/C=C/Nc1cccc([N+](=O)[O-])c1)=C(C#N)C#N
  7%, 0.69, 1135, -2, 703, -0.47, -0.2, -0.29, 0.046, 9%, i, -17, ., i, 3.1, 2.8, 1.8
- COc1ccc(S(=O)(=O)N2CCN(C(=O)CCC3CCCC3)CC2)cc1
  0%, -0.82, 1287, -2, 761, 0.17, -0.25, -0.61, 0.77, -2%, i, 3, 0.5%, i, 3.8, 2.1, 6.4
- Cc1ccccc1C(=O)c1cccn1CC(=O)NCC1CCCO1 (centres undefined)
  4%, 0.94, 1438, ., ., -0.48, -0.12, 0.02, 0.88, 19%, i, 8, -1.2%, i, 6.5, 1.9, 1.1
- COC(=O)c1c(NC(=O)CC2Nc3cc(C)c(C)cc3NC2=O)sc(C)c1C (centres undefined)
  13%, 6.4*, 1378*, -2, 640, -0.66, 6, 0.75, 0.92, 4%, i, 1, 0.4%, i, 3.6, 3.5, 2.8
- CC(=O)Nc1ccc(Oc2ccc3nc(C)[nH]c3c2)cc1
  9%, ., ., -10, 764, -1.1, -0.35, -0.34, 0.61, -11%, i, -1, 0.4%, i, 1.6, 1.4, 5.7
- CC(C)Cc1cc(C(=O)NCc2ccco2)no1
  1%, 0.53, 1392, 2, 654, -0.55, -0.26, -0.012, 0.53, -1%, i, -4, -0.1%, i, 3.1, 1.5, 8.9
- CCc1cc2cc(C)cc(C)c2nc1Cl
  0%, -0.02, 1563, 11, 725, -0.39, -0.32, -0.48, 0.53, -7%, i, 4, 1.2%, i, 6.1, 1.1, 7.0
- Cc1cccc(N(CC(=O)NC(C)(C)C)C(=O)CNC(=O)c2cccs2)c1
  ., -0.15, 1414, -3, 686, 2.2, -0.071, 2.2, -1.6, ., i, -3, 1.0%, i, 2.5, 1.9, 6.1
- CC(C)[C@H](CO)N(Cc1cccc(F)c1)c1nc(Nc2cccc(Cl)c2)c2ncn(C(C)C)c2n1
  6%, -1.2, 984, -3, 629, 0.67, -0.79, 0.4, -0.082, -4%, ., ., ., i, ., ., .
- CCCCCC(=O)NC(=S)Nc1ccc2oc(=O)ccc2c1
  10%, 0.5, 1621, 20, 735, 0.038, -0.34, 0.33, 0.07, -4%, i, 22, 1.8%, i, 4.3, 3.0, 25
- O=[N+]([O-])c1ccc(Sc2ccccc2Cl)nc1
  5%, 0.92, 889, -6, 805, -1, -0.17, -0.22, 0.43, 9%, i, 0, -0.9%, i, 0.9, 1.0, 5.2
- CCCNC(=O)NC(C(=O)OC)C12CC3CC(CC(C3)C1)C2 (centres undefined)
  8%, 0.22, 1160, 1, 705, 0.37, -0.24, 0.53, -0.26, 2%, i, 1, ., i, 3.0, 1.1, 2.8
- CC(=O)Nc1ccc(NC(=O)C2CC(=O)Nc3ncnn32)cc1 (centres undefined)
  3%, -0.2, 1111, -5, 679, -0.31, -0.16, 0.27, -0.53, 4%, ., ., ., i, ., ., .
- CCOC(=O)c1nn(-c2ccccc2C)c(=O)c(C#N)c1C
  -4%, -0.34, 896, ., ., -0.49, -0.028, -0.28, 0.37, 7%, i, 0, -0.3%, i, 1.4, 1.3, 4.0
- Cc1c(N=C2SCC(=O)N2c2c(C)n(C)n(-c3ccccc3)c2=O)c(=O)n(-c2ccccc2)n1C
  1%, -0.63, 962, 9, 818, -0.091, -0.25, 0.38, 1.2, 11%, i, 2, -0.9%, i, 1.8, 1.4, 5.2

Results in Hep lipid drop cells 6.5 µM and Autophagy HCS, for 3 of the compounds above:
| Molecule | Hep lipid drop cells 6.5 µM | Autophagy HCS |
| --- | --- | --- |
| CC(C)Cc1cc(C(=O)NCc2ccco2)no1 | 654 | i |
| CCc1cc2cc(C)cc(C)c2nc1Cl | 725 | i |
| Cc1cccc(N(CC(=O)NC(C)(C)C)C(=O)CNC(=O)c2cccs2)c1 | 686 | i |

Remaining list, next part.
Values in the order: P. falciparum M1AAP, Insulin prom up, Insulin prom up cell count, Hep lipid drop, Hep lipid drop cells 6.5 µM, Dynein cargo inh, Dynein cargo inh cytoplasmic EGFP, Dynein cargo inh nuclear GR-EGFP, Dynein cargo inh cell count, M17LAP inhibition, Autophagy HCS, Autophagy HCS cell loss 18 h, ER stress rescue, Yfh1-depleted yeast, MT stabilize HCS, MT stabilize HCS Hoechst-high %, MT stabilize HCS cytotoxicity %
- CN(C)c1nc(Oc2ccc(C(=O)OCC(=O)Nc3ccccc3)cc2)nc(N(C)C)n1
  3%, 0.44, 1239, ., ., 0.6, -0.25, 0.85, -0.98, -8%, i, -9, 2.9%, i, 4.4, 2.8, 8.9
- COc1cc(/C=C2\CCCc3c2nc2ccccc2c3C(=O)O)cc(OC)c1O
  10%, 0.74, 1413, -6, 742, 1.1, -0.088, 0.84, -1.2, 35%, ., ., ., i, ., ., .
- CCC(=O)NNc1nc2c(F)cccc2s1
  4%, -0.02, 1572, 9, 678, -0.38, -0.27, 0.19, 0.018, 2%, i, 19, -0.2%, i, 3.9, 1.9, 11
- COC(=O)c1c(NC(=O)c2cccs2)sc2c1CCCC2
  -1%, ., ., ., ., 0.94, -0.35, 0.55, -0.22, -8%, i, 16, -0.1%, i, 4.4, 2.3, 7.3
- CCN(CCn1cccn1)Cc1c(C(=O)N2C[C@@H](C)O[C@@H](C)C2)nc2ccc(Cl)cn12
  5%, ., ., -1, 687, -0.59, -0.33, -0.26, 1.4, 2%, i, 0, 0.0%, i, 2.3, 0.9, 5.6
- Cc1ccc(NC(=O)/C(C#N)=C(\N)C(Cl)(Cl)Cl)nc1
  6%, -0.09, 1044, 46, 816, -3.4, 0.54, -1.5, 0.37, 2%, +, 53*, -2.4%, i, 2.6, 2.8, 14
- CS(=O)(=O)N(Cc1ccccc1Cl)c1ccc(C(=O)NCc2cccnc2)cc1
  -1%, 0.21, 1290, -2, 691, 1, 0.84, 0.95, -1.5, 3%, i, 42, -5.4%, i, 2.8, 1.5, 3.1
